Assay outcomes deposited in PubChem BioAssay by Southern Research Specialized Biocontainment Screening Center.
VEEV TC-83 Vero: inhibitors of VEEV TC-83 cytopathic effect, confirmation, Vero cells (AID 588727); Vero cells, VEEV TC-83 cytopathic effect inhibition; higher % means a stronger effect; one-dose inhibition, % at 20 µM; IC50 in µM for titrated hits; actives 0.13% (n = 350,000); in the data active means a potency from the dose series; inconclusive means inhibition mostly from about 14% at the one dose, without a potency; inactive means the rest, 99 in 100 with inhibition below about 12%; further: strong numbers were not always called active
M. tuberculosis: growth inhibition of non-replicating M. tuberculosis (AID 488890); Mycobacterium tuberculosis non-replicating, growth inhibition; higher % means a stronger effect; one-dose inhibition, % at 25 µM; IC50 in µM for titrated hits; actives 0.39% (n = 320,000); in the data active means a potency from the dose series; inconclusive means inhibition mostly from about 82% at the one dose, without a potency; inactive means the rest, 99 in 100 with inhibition below about 76%;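 further: plate controls were DMSO cells for no effect and high antibiotic wells for full effect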
influenza NS1A: H1N1 influenza NS1A inhibitors, functional cell based assay (AID 504329); one-dose inhibition, % at 12.5 µM; IC50 in µM for titrated hits; NS1A functional cell-based assay, percent inhibition; higher % means a stronger effect; actives 0.3% (n = 340,000); in the data active means a potency from the dose series; inconclusive means inhibition above about 27% without an active follow-up result; further: strong numbers were not always called active
H37Rv inhibition: M. tuberculosis growth inhibition, HTS (AID 449762); actives 0.59% (n = 330,000); inhibition, % at 25 µM, or IC50 in µM where a hit was titrated; M. tuberculosis H37Rv growth inhibition, 7H9 media; higher % means a stronger effect; in the data active means a potency from the dose series; inconclusive means inhibition above about 70% without an active follow-up result;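 further: bacterial growth assessed after seven days of incubation; strong numbers were not always called active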
PhoP GFP inhibition: PhoP regulon inhibitors, Salmonella typhi PhoP promoter GFP reporter, confirmatory (AID 1850); Salmonella Typhi PhoP-promoter GFP reporter, fluorescence, 4 h; higher % means a stronger effect; inhibition, % at 50 µM, or IC50 in µM where a hit was titrated; actives 0.33% (n = 310,000); in the data active means a potency from the dose series; inconclusive means inhibition mostly from about 25% at the one dose, without a potency; inactive means the rest, 99 in 100 with inhibition below about 19%;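 further: 0% = induced wells with vehicle and 100% = uninduced wells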
VEEV TC-83 Vero 10K pilot screen: recorded beside VEEV TC-83 Vero, whose call it bears; inhibition, %; measured here: 10K pilot screen inhibition
* marks the source's active call; other numbers are inactive results; i = inactive; ? = inconclusive; · = no result given.

SMILES | VEEV TC-83 Vero | M. tuberculosis | influenza NS1A | H37Rv inhibition | PhoP GFP inhibition | others
CCOc1ccc(S(=O)(=O)Nc2ccncc2)c(C)c1C | 0.2% | -4% | -9% | -4% | 9%
Cc1cccc(-c2cc(C(=O)N3CCCc4ccccc43)c3ccccc3n2)c1 | 1.3% | 2% | -2% | 0% | -2%
c1ccc(COc2ccc(Nc3ncnc4nc[nH]c34)cc2)cc1 | 6.1% | 68% | 9% | 61% | 1%
CCOC(=O)c1cnc2ccccc2c1NCc1ccco1 | 3.9% | 5% | -14% | 6% | -5%
COC(=O)c1ccc(-c2ccc(OC)c([C@H]3[C@H]4C=CC[C@@H](C)[C@@H]4C(=O)N3Cc3ccccc3)c2)cc1 | 2.3% | 22% | -6% | 1% | 0%
CCCc1cc(=O)oc2c(C)c(OCC(=O)NCCCn3ccnc3)ccc12 | i | 25% | -5% | 4% | 0%
O=C(COC(=O)CC1CC2CCC1C2)NCc1ccccc1 (stereo unspecified) | 0.3% | 62% | -18% | -2% | ·
Cc1ccc(Cl)cc1N1CCN(S(=O)(=O)N2CCCCC2)CC1 | i | 29% | 4% | -3% | 6%
Cc1cccc(N2CCN(C(=O)C3(S(=O)(=O)c4ccc(Cl)cc4)CC3)CC2)c1C | 4.2% | 25% | -20% | -8% | 1%
CSc1nsc(SC)c1C(N)=O | 1.0% | 12% | -3% | 0% | 19%
O=S(=O)(c1cccc2cccnc12)N1CCc2ccccc21 | 0.4% | 14% | 4% | 4% | 8%
O=C(NCCOC(=O)c1ccc(C(=O)OCCNC(=O)c2ccccc2)o1)c1ccccc1 | i | -10% | -7% | -8% | -4%
CC(=O)Nc1ccc(/C=N/Nc2nncc3ccccc23)cc1 | 1.8% | -12% | 2% | 10% | -15%
CC(=O)c1sc(N/N=C\c2ccc(C)cc2)nc1C | 7.5% | 75% | -1% | ? | -3%
CCCCCC(C(=O)O)C(C)CC(=O)NC1CCCCC1 (stereo unspecified) | 1.0% | -5% | -5% | 0% | 2%
CCC/C=C1/CCCOC(C(=O)NCCNCCO)(C(F)(F)F)C1 (stereo unspecified) | i | -7% | 11% | 2% | -2%
CCc1ccc(NC(=O)C(NS(=O)(=O)c2ccc3c(c2)CCN3C(C)=O)C(C)C)cc1 (stereo unspecified) | 2.5% | 4% | 8% | 0% | -19%
COc1cccc(COCC(O)CN2CCC(C(N)=O)CC2)c1 (stereo unspecified) | i | 10% | -4% | -4% | 1%
COc1ccc(Cl)cc1C(=O)Nc1cccc(-c2ccc3nncn3n2)c1 | 10% | 20% | 2% | 2% | 9%
O=C(CC(Sc1ccc(Br)cc1)C(=O)O)c1ccc(F)cc1 (stereo unspecified) | 1.5% | 70% | 4% | 27% | 4%
Cc1ccc(-c2nnc(SCC(=O)Nc3ccccc3N3CCOCC3)o2)cc1 | 1.1% | · | 2% | · | ·
COc1ccc(C2C(C(=O)Nc3cc(OC)c(OC)c(OC)c3)c3ccccc3C(=O)N2C)cc1OC (stereo unspecified) | i | -5% | 5% | 2% | -12%
CSc1nnc(-c2ccncc2)n1CCCN1CCCC1=O | 2.1% | 6% | -20% | -3% | 2%
Cc1ccc(C)c2[nH]c(=O)c(C(c3nnnn3Cc3ccccc3)N3CCc4ccccc4C3)cc12 (stereo unspecified) | i | 35% | 7% | 16% | 2%
COc1cccc(C(=O)N2CCOCC2)c1 | 0.5% | -9% | 1% | -5% | -1%
Cc1ccc([N+](=O)[O-])cc1NC(=O)c1cccnc1 | 0.7% | -5% | 1% | -5% | 6%
COc1ccc(S(=O)(=O)N(C)C[C@H]2Oc3c(NC(=O)C4CCCCC4)cccc3C(=O)N([C@H](C)CO)C[C@@H]2C)cc1 | 0.5% | 5% | -8% | -2% | ·
Cc1ccccc1NC(=O)c1ccccc1NC(=O)c1ccccc1F | 0.7% | -4% | -4% | 5% | 4%
COC(=O)c1cc(Cl)c(NC(=O)c2ccc(F)cc2)cc1OC | 2.3% | 5% | 8% | 2% | 8%
COc1ccc(C(=O)Nc2ccccc2C(=O)NCc2cccnc2)cc1OC | 9.3% | 0% | -6% | -4% | -8%
Cc1ccc(S(=O)(=O)c2nnn3c2nc(N2CCOCC2)c2ccccc23)cc1 | 3.0% | -10% | 3% | -5% | 5%
CC1CCN(c2ccc3nnc(CCC(=O)NCc4ccco4)n3n2)CC1 | 3.7% | 4% | -6% | 1% | -2%
CCc1nnc(NC(=O)Nc2ccc(Cl)cc2)s1 | 2.1% | -23% | 1% | 4% | -11%
Cc1n[nH]c(C)c1S(=O)(=O)N1CCc2ccccc21 | 0.6% | 5% | 15% | -2% | -1%
Cn1cnnc1Sc1nc2c(c(=O)n(C)c(=O)n2C)n1C | · | -9% | · | 1% | -9%
Cc1ccc(P(C)(=O)c2ccc(C)cc2)cc1 | 1.0% | 6% | 15% | 5% | -6% | VEEV TC-83 Vero 10K pilot screen=0.2
COc1ccc(NC(=O)c2ccc(-n3cncn3)c([N+](=O)[O-])c2)cc1OC | 3.9% | 2% | 0% | 2% | -4%
CCOC(=O)c1cc(C#N)c(Oc2ccc(F)cc2)nc1-c1ccccc1 | 2.4% | 1% | -9% | 5% | 0%
C#CCn1ccc(O)c(Cc2ccccc2)c1=O | 1.1% | -17% | -2% | 0% | 0%
S=C(NCC1CCCO1)Nc1ccccc1Cl (stereo unspecified) | 1.0% | ? | 0% | -3% | 5%

Three structures out of the list, sorted by formula weight, low to high.
SMILES | VEEV TC-83 Vero | M. tuberculosis | influenza NS1A | H37Rv inhibition | PhoP GFP inhibition | others
Cc1ccc(P(C)(=O)c2ccc(C)cc2)cc1 | 1.0% | 6% | 15% | 5% | -6% | VEEV TC-83 Vero 10K pilot screen=0.2
Cc1ccc([N+](=O)[O-])cc1NC(=O)c1cccnc1 | 0.7% | -5% | 1% | -5% | 6%
COc1ccc(S(=O)(=O)N(C)C[C@H]2Oc3c(NC(=O)C4CCCCC4)cccc3C(=O)N([C@H](C)CO)C[C@@H]2C)cc1 | 0.5% | 5% | -8% | -2% | ·

Remaining list, next part.
SMILES | VEEV TC-83 Vero | M. tuberculosis | influenza NS1A | H37Rv inhibition | PhoP GFP inhibition | others
CC1(C)Oc2ccc3ccc(=O)oc3c2-c2cn[nH]c21 | 6.9% | 14% | 20% | -4% | -5%
CC1CCN(CC(C)CNC(=O)c2cc(-c3ccccn3)nc3ccccc23)CC1 (stereo unspecified) | 0.9% | -5% | 1% | -15% | -3%
O=S(=O)(NCc1ccccc1)c1cccc2nonc12 | 0.6% | 13% | 16% | 4% | -3%
CCCC(N)CCCCCC(=O)O (stereo unspecified) | i | · | 2% | · | ·
Cc1ccc(-c2nnn(CC(=O)N(CC(=O)NCc3ccccc3)c3cccc(C)c3C)n2)o1 | i | 36% | 12% | 2% | -14%
O=C(COc1ccc(Cl)cc1)Nc1ccc(C(=O)NCc2cccnc2)cc1 | 2.4% | 27% | -2% | -7% | -2%
CC1(NC(=O)c2cccc(S(=O)(=O)N3CCN(c4ccccc4)CC3)c2)CCS(=O)(=O)C1 (stereo unspecified) | i | 16% | -1% | -3% | -4%
Fc1ccc(/C=N/Nc2ccccn2)cc1 | 1.3% | 13% | -3% | 6% | -7%
Cc1ccc(NC(=O)c2ccc(-n3cccn3)nc2)cc1 | 0.5% | -6% | 6% | -4% | -4%
Cc1cccc(C2=NN(c3ccccc3)[C@H](CO)[C@H]2c2ccccc2)c1 | 2.8% | · | -27% | · | ·
CCOc1ccccc1NC(=O)CSc1nnc(CNC(=O)c2cc(OC)c(OC)c(OC)c2)o1 | 5.1% | -1% | 7% | 5% | -11%
Nc1c(S(=O)(=O)c2cccs2)c2nc3ccccc3nc2n1CCc1ccccc1 | · | 12% | · | 66% | -7%
O=C(Nc1ccccc1)C1=C[C@@H](c2csc3ccccc23)C[C@@H](OCc2ccc(CO)cc2)O1 | 6.4% | 27% | 7% | ? | -2%
C=C(C)CN(CC)C(=O)CSc1ccc(S(=O)(=O)N2CCN(Cc3ccccc3)CC2)cn1 | 2.0% | 22% | -13% | -2% | ·
Cc1nn(-c2cc(C(F)(F)F)ccc2Cl)c2nc(C(F)(F)F)[nH]c(=O)c12 | i | 43% | -1% | 10% | -7%
COc1cccc(/C=C/C(=O)c2c(O)cc(C)oc2=O)c1O | 11% | ? | 3% | ? | -1%
O=C(CCCCCn1c(=S)[nH]c2ccc(N3CCOCC3)cc2c1=O)NCc1ccccc1 | 0.1% | -19% | -2% | 5% | -7%
Cc1sc2nc(SCc3nc4ccccc4[nH]3)n(Cc3ccco3)c(=O)c2c1C | 9.0% | 11% | 1% | 6% | -13%
COc1cc2nc(Nc3ccc(F)cc3)nc(N)c2cc1OC | 11% | 64% | 26% | 23% | -1%
Cc1ccccc1NC(=O)c1nc2nccc(C)n2n1 | i | -19% | 7% | 13% | -17%
CC1=NNC(=O)C1CCC(=O)N/N=C/c1ccc(Cl)cc1Cl (stereo unspecified) | 0.9% | 38% | -1% | -3% | 2%
COc1cc(NC(=S)N2CCN(C)CC2)c(OC)cc1Cl | 0.7% | 3% | -4% | -2% | -14%
Cc1nc2ncnn2c(C)c1CCC(=O)N1CC(C)CC(C)C1 (stereo unspecified) | 4.1% | -12% | 3% | 0% | -8%
Cc1ccc(/C=C/C(=O)N2CC(=O)Nc3ccccc32)o1 | 1.7% | 14% | -7% | 3% | 2%
CN(C)S(=O)(=O)c1cc(C(=O)Nc2ccccc2C(=O)NC2CC2)ccc1Cl | 11% | 11% | -6% | 4% | ·
Cn1nc(C(F)(F)F)cc1-c1ccc(/C=C(\C#N)C(=O)c2ccccc2)s1 | i | -16% | -8% | 2% | -26%
O=C(Nc1ccc(Oc2cccnc2)cc1)C1CCN(Cc2ccc(F)cc2)CC1 | 1.1% | 7% | -25% | 9% | -3%
CCn1c(COc2ccc(=O)n(-c3ccccc3)n2)nnc1SC | i | 1% | -1% | -2% | -17%
O=C(c1ccc(CS(=O)Cc2ccc(Cl)cc2)o1)N1CCN(c2ccccn2)CC1 (stereo unspecified) | 4.7% | 12% | 4% | 0% | 7%

Structures shown so far that have a Cl atom (twelve):
SMILES | VEEV TC-83 Vero | M. tuberculosis | influenza NS1A | H37Rv inhibition | PhoP GFP inhibition | others
Cc1ccc(Cl)cc1N1CCN(S(=O)(=O)N2CCCCC2)CC1 | i | 29% | 4% | -3% | 6%
Cc1cccc(N2CCN(C(=O)C3(S(=O)(=O)c4ccc(Cl)cc4)CC3)CC2)c1C | 4.2% | 25% | -20% | -8% | 1%
COc1ccc(Cl)cc1C(=O)Nc1cccc(-c2ccc3nncn3n2)c1 | 10% | 20% | 2% | 2% | 9%
COC(=O)c1cc(Cl)c(NC(=O)c2ccc(F)cc2)cc1OC | 2.3% | 5% | 8% | 2% | 8%
CCc1nnc(NC(=O)Nc2ccc(Cl)cc2)s1 | 2.1% | -23% | 1% | 4% | -11%
S=C(NCC1CCCO1)Nc1ccccc1Cl (stereo unspecified) | 1.0% | ? | 0% | -3% | 5%
O=C(COc1ccc(Cl)cc1)Nc1ccc(C(=O)NCc2cccnc2)cc1 | 2.4% | 27% | -2% | -7% | -2%
Cc1nn(-c2cc(C(F)(F)F)ccc2Cl)c2nc(C(F)(F)F)[nH]c(=O)c12 | i | 43% | -1% | 10% | -7%
CC1=NNC(=O)C1CCC(=O)N/N=C/c1ccc(Cl)cc1Cl (stereo unspecified) | 0.9% | 38% | -1% | -3% | 2%
COc1cc(NC(=S)N2CCN(C)CC2)c(OC)cc1Cl | 0.7% | 3% | -4% | -2% | -14%
CN(C)S(=O)(=O)c1cc(C(=O)Nc2ccccc2C(=O)NC2CC2)ccc1Cl | 11% | 11% | -6% | 4% | ·
O=C(c1ccc(CS(=O)Cc2ccc(Cl)cc2)o1)N1CCN(c2ccccn2)CC1 (stereo unspecified) | 4.7% | 12% | 4% | 0% | 7%
